High-throughput results as filed in PubChem.
PI5P4K alpha inh: blocks human PI5P4K alpha kinase activity. PI5P4Kalpha enzyme, ADP-Glo luminescence, 60 min; stronger effect = lower value. max response, %. 330,000 tested, 1.2% active; active = max response of -50% or lower; inconclusive = between -30% and -50%; inactive = -30% or higher; note: value at the top dose of about 77 µM; % is set by controls: 0 for no effect and ±100 for the full control effect
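Quantitative HTS of the MLSMR library against PI5P4Kalpha with substrate. ATP added last at 5 microM final; room temperature, 60 minutes. Remaining ATP depleted, ADP converted and read as luminescence.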
WRN inhibitor: inhibitors of human WRN helicase | Q14191 | WRN helicase unwinding, fluorescent forked duplex, kinetic | Potency, µM (top dose mostly 114 µM), without a hit: at the highest dose activity change, negative = inhibition, most hits filed as inhibitors | 360,000 tested, 0.46% active | AID 651768; note: potency is the fitted concentration of half-maximal effect; % is set by controls: 0 for no effect and ±100 for the full control effect; nearly all actives have a fitted effect of over 55% in size
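Enzyme (20 nM final) and test compound sit together 15 min at room temperature before substrate addition. Substrate is a single-forked duplex oligonucleotide (100 nM) labelled with fluorophore and quencher, with 2 mM ATP; helicase unwinding raises red fluorescence, read kinetically.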
EPAC1 agonist: agonists of human EPAC1. Potency, µM (highest dose often 154 µM), without a hit: top-dose activation, hits mostly activators. O95398. EPAC1 agonist qHTS, biochemical assay; response scale: 100% = response to 6.5 mM cAMP. 360,000 tested, 0.073% active; note: potency is the fitted concentration of half-maximal effect; nearly all actives have a fitted effect of over 60% in size
Target sequence (O95398 whole entry, looked up): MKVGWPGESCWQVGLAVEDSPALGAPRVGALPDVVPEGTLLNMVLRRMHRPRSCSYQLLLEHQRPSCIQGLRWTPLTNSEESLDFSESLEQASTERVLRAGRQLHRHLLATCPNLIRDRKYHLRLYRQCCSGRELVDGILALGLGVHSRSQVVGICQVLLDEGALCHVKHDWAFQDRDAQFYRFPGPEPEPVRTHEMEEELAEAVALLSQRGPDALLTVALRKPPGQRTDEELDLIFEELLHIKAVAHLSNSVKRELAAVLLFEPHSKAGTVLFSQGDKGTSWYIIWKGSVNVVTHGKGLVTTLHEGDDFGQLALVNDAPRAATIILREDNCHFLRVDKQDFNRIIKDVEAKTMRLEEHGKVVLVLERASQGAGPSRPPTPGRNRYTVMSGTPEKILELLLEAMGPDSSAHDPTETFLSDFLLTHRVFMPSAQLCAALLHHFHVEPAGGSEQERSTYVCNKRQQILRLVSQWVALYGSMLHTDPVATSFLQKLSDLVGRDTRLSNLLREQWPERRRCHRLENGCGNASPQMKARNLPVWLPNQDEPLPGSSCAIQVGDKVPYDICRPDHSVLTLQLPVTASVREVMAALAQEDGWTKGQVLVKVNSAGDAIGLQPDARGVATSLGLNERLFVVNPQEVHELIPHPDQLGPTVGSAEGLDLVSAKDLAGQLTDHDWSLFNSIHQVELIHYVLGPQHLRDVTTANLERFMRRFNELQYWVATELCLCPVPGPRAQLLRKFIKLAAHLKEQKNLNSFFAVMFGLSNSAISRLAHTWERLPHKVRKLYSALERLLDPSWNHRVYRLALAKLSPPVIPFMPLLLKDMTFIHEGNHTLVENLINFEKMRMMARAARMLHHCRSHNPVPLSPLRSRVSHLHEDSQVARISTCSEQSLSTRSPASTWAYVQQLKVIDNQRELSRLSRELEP
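Nucleotide exchange by EPAC1 (100 nM) on Rap1B–BODIPY-GDP (250 nM) in the presence of 50 uM GDP is tracked fluorescently at 480/540 nm over 30 min. Signals are normalized to a 6.5 mM cAMP control.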
EPAC1 antag: EPAC1 (human) antagonism; O95398; EPAC1 GEF assay, Rap1b-BODIPY-GDP exchange fluorescence; Potency, µM (series often up to 115 µM), for inactives: at the highest dose activity change, negative = inhibition, most hits filed as inhibitors; 360,000 tested, 0.14% active; AID 720709;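 note: potency is the fitted concentration of half-maximal effect; plate controls were vehicle for no effect and positive control for full effect; nearly all actives have a fitted effect of over 50% in size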
IL2 activator: activates IL-2 in a cell-based reporter assay | IL-2 activation reporter assay, cell-based qHTS; stimulated with anti-CD3/CD4/CD28 beads; in transgenic mouse T cells | activation, % (series mostly up to about 46 µM) | 360,000 tested, 0.065% active; in the data active = activation above about 50%; inconclusive = mostly about 30% to 49%; note: 0% is about no effect
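Readout: EGFP and DsRed signals by fluorescent plate cytometry. Unstimulated transgenic mouse T cells received compound 60 min before antibody-bead stimulation, then incubated 18 h at 37 degrees C.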
EPAC2 ag: activates human EPAC2 exchange factor; 360,000 tested, 0.079% active; Potency, µM (highest dose often 154 µM), inactives show at the highest dose activation, most hits filed as activators; EPAC2 activation, biochemical qHTS; response scale: 100% = 6.5 mM cAMP response; AID 720711; Q8WZA2; note: potency is the fitted concentration of half-maximal effect; nearly all actives have a fitted effect of over 50% in size
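qHTS, titration series. 100 nM EPAC2 / 250 nM Rap1B-BODIPY-GDP / 50 uM GDP; RT; ex 480/em 540 nm, 5-min reads to 30 min. Norm. to 6.5 mM cAMP = activation.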
PLK1 PBD inh: blocks phosphopeptide binding to human PLK1 polo-box domain | P53350 | Plk1 PBD binding of FITC phosphopeptide, fluorescence polarization | Potency, µM, without a hit: max response, negative = inhibition, hits mostly inhibitors | 360,000 tested, 2.8% active; note: potency is the fitted concentration of half-maximal effect; series mostly up to about 57 µM; % is set by controls: 0 for no effect and ±100 for the full control effect; nearly all actives have a fitted effect of over 65% in size
CCT chaperon mod: modulators of cytosolic chaperonin (CCT/TRiC) activity | purified chaperonin ATPase assay, HTRF ADP detection, 30 min | 360,000 tested, 0.3% active | AID 651819 | activity change, % (concentration not given with the values), hits read low; in the data active = activity change below about -30%; note: % is set by controls: 0 for no effect and ±100 for the full control effect
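We incubate TRiC, 40 or 20 nM final, with library compounds at 76 uM and 10 uM ATP for 30 min at 37 °C. ADP formed is detected with Transcreener HTRF reagents after 30 min at room temperature.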
* hit, by the source's call; ? = inconclusive; nt = not tested or not shown; [ ] = dose if it differs, or a comment. Unless noted, calls come from the whole dose curve; as a rule, active = well fitted curve in the direction sought with a large enough effect; inconclusive = small, poorly fitted or top-dose-only effect, or another doubt; inactive = no such curve, though single readings can be large; an effect the other way counts as inactive or inconclusive. Only part of the results is shown (hit frequency here may not be typical).

SMILES	PI5P4K alpha inh	WRN inhibitor	EPAC1 agonist	EPAC1 antag	IL2 activator	EPAC2 ag	PLK1 PBD inh	CCT chaperon mod
Cc1ccc([C@@H]2C[C@H]3[C@@H](CN2S(=O)(=O)c2ccc(Cl)cc2)C(=O)C[C@@H](c2ccc(Cl)cc2)N3S(=O)(=O)c2ccccc2C)cc1	0	4%	0%	6%	-0.1	8%	-27%	-1.8
c1ccc(COc2ccccc2CNCc2cccnc2)cc1	nt	-6%	3%	10%	-2.5	7%	-2%	-2.1
COc1ccc([C@H]2[C@@H]3C=CCC[C@@]3(C)C(=O)N2Cc2ccccc2)cc1Cl	1	-3%	-4%	-12%	0.9	12%	0%	-0.5
O=C(c1ccc(F)cc1F)N1CCN(c2ccccn2)CC1	-7	0%	-1%	7%	-4.5	7%	-17%	-1.5
O=C(NC1CCSc2ccccc21)c1cc([N+](=O)[O-])ccc1N1CCOCC1 (stereo not drawn)	-6	-7%	-1%	10%	-0.1	9%	-6%	-2.0
CC(NC(=O)COC(=O)c1ccc2ccccc2n1)C1CC2CCC1C2 (stereo not drawn)	-8	5%	5%	-7%	0.7	12%	-22%	-3.3
COc1ccc(C(=O)CC(=O)C(=O)Nc2ccc(C)c(Cl)c2)cc1	-2	-5%	4%	7%	-2.2	-2%	-1%	-1.0
COc1cc(NS(=O)(=O)c2ccc(C)cc2C)cc(OC)c1OC	-1	1%	-1%	-1%	-0.5	0%	-1%	-1.3
NS(=O)(=O)c1ccc(CCNC(=O)C2CCCCN2S(=O)(=O)c2ccccc2)cc1 (stereo not drawn)	11	3%	15%	-15%	-1.3	7%	1%	1.9
COc1ccc(C(C#N)CC(=O)c2ccc3c(c2)OCO3)cc1OC (stereo not drawn)	2	5%	9%	?	-3.9	22%	-9%	-4.2
COC(=O)C1=C(C)N(Cc2ccccc2)C(=S)N[C@H]1c1cccc(C(F)(F)F)c1	12	-21%	4%	-21%	-0.8	-1%	-6%	0.7
COc1ccc(NC(=O)C(NC(=O)OC(C)(C)C)C(C)OCc2ccccc2)cc1 (stereo not drawn)	nt	2%	1%	9%	-2.1	9%	-4%	-2.5
O=C(NCc1ccccc1)NC1(C(=O)Nc2ccc3c(c2)OCCO3)CCCCC1	nt	6%	2%	-18%	0.8	0%	4%	-1.0
COC(=O)CCCC1=CC2=CC(=O)C(C)(OC(=O)c3cccs3)C(=O)C2=CN1CC(C)C (stereo not drawn)	0	7%	-15%	-8%	0.3	6%	-14%	0.0
Cc1ccc(CNC(=O)C2CC(c3cccc([N+](=O)[O-])c3)=NO2)o1 (stereo not drawn)	?	1%	0%	10%	-0.1	23%	-10%	-1.1
CC(=O)N1CC=CC1(C)C(=O)NCc1cc(F)cc(C(F)(F)F)c1 (stereo not drawn)	-7	7%	-10%	11%	-0.5	-7%	-5%	-3.7
Cc1ccc(NC(=O)NCCCN2CCCC2=O)cc1C	-2	-6%	3%	5%	-1.4	5%	-10%	-2.3
Cc1sc2nc(CSCC(=O)Nc3c(F)cccc3F)[nH]c(=O)c2c1C	-2	1%	1%	3%	-4.1	5%	-20%	-3.7
CCN(CC(=O)Nc1c(F)cccc1F)C(=O)CNC(=O)C1CCCCC1	-1	-7%	-9%	-22%	0.7	4%	-15%	2.0
CN1C(=O)N(S(=O)(=O)c2ccc(F)c(F)c2F)C(=O)C1(C)C	-2	0%	0%	-15%	-0.3	-1%	-9%	1.0

Five entries from above, reformatted.
Results follow in this order: PI5P4K alpha inh, WRN inhibitor, EPAC1 agonist, EPAC1 antag, IL2 activator, EPAC2 ag, PLK1 PBD inh, CCT chaperon mod
- c1ccc(COc2ccccc2CNCc2cccnc2)cc1
  nt, -6%, 3%, 10%, -2.5, 7%, -2%, -2.1
- COc1ccc([C@H]2[C@@H]3C=CCC[C@@]3(C)C(=O)N2Cc2ccccc2)cc1Cl
  1, -3%, -4%, -12%, 0.9, 12%, 0%, -0.5
- O=C(c1ccc(F)cc1F)N1CCN(c2ccccn2)CC1
  -7, 0%, -1%, 7%, -4.5, 7%, -17%, -1.5
- O=C(NC1CCSc2ccccc21)c1cc([N+](=O)[O-])ccc1N1CCOCC1 (stereo not drawn)
  -6, -7%, -1%, 10%, -0.1, 9%, -6%, -2.0
- CC(NC(=O)COC(=O)c1ccc2ccccc2n1)C1CC2CCC1C2 (stereo not drawn)
  -8, 5%, 5%, -7%, 0.7, 12%, -22%, -3.3

Further structures.
SMILES	PI5P4K alpha inh	WRN inhibitor	EPAC1 agonist	EPAC1 antag	IL2 activator	EPAC2 ag	PLK1 PBD inh	CCT chaperon mod
CN(C)/C=N/c1c(C#N)cnn1C	5	6%	-7%	-7%	-2.0	-7%	-10%	-2.0
CCOc1ccc(-c2n[nH]c(=S)n2Cc2ccccc2)cc1	-2	-2%	8%	-10%	2.0	3%	-14%	-1.2
CCOc1ccc(Nc2ncnc3c2cnn3C)cc1	-30	14%	-2%	-9%	-4.0	5%	-14%	-0.4
O=C1CN(C(=O)COC(=O)c2ccc(Cl)cc2)c2ccccc2N1	-7	4%	-5%	-3%	1.2	-2%	-1%	-0.1
C/C(=N\Nc1ccc(S(N)(=O)=O)cc1[N+](=O)[O-])c1ccc2c(c1)OCO2	-20	-32%	5%	?	-4.4	0%	-13%	0.0
COC(=O)C1=C(C)N(CCCC(=O)O)C(=O)NC1c1cccc(OC)c1 (stereo not drawn)	-52*	2%	9%	3%	-2.5	2%	3%	-4.0
COc1cccc(NC(C)(C)c2nnnn2-c2c(C)cccc2C)c1	-5	-2%	7%	6%	-3.1	9%	-4%	-0.9
NSc1nc(N)c2nc(-c3ccccc3)c(-c3ccccc3)nc2n1	-53*	-22%	-1%	14%	1.3	21%	13µM*	-4.4
Cc1nc(CSc2ccc(Cl)cc2)cc(N2CCOCC2)n1	5	-34%	11%	-13%	0.5	1%	?	-3.8
COc1ccc(CN2CCN(C3CCC3)CC2CCO)cc1C (stereo not drawn)	6	0%	1%	14%	0.6	-2%	3%	-3.1
COc1ccc(C(=O)C2=NN(C(C)=O)CC2c2ccco2)cc1 (stereo not drawn)	-3	0%	-3%	9%	-0.9	16%	-1%	-0.2
COCCNc1nc2sc3c(c2c(=O)n1Cc1ccco1)CCCCC3	-1	-2%	-8%	-14%	-3.9	-5%	-5%	-7.2
CNC(=O)c1cccc(N2CCCC2=O)c1	1	-5%	1%	0%	-1.0	2%	-6%	-0.1
CCCc1ccc(-c2cc(NC(=O)CSc3n[nH]c(N)n3)n(-c3ccccc3)n2)cc1	nt	-18%	?	-20%	-2.6	6%	-1%	-3.9
CCOc1cc(/C=C2\C(=N)N3N=C(CC)SC3=NC2=O)ccc1OCCOc1ccc(NC(C)=O)cc1	0	-2%	-4%	-11%	1.2	11%	-13%	-1.3
CCN(CC)S(=O)(=O)c1cc(NC(=O)C(C)N2CCN(Cc3ccc4c(c3)OCO4)CC2)ccc1C (stereo not drawn)	7	1%	-4%	-1%	-4.6	18%	-12%	2.9
O=C(Nc1ncc([N+](=O)[O-])s1)C1COc2ccccc2O1 (stereo not drawn)	-21	-5%	5%	8%	-6.4	6%	?	1.9
COc1nc2ccc(C)cc2cc1-c1noc(-c2ccccc2)n1	nt	-12%	3%	-2%	7.9	8%	3%	0.2
NS(=O)(=O)c1cccc(NC(=O)c2cccs2)c1	-27	0%	3%	-1%	-0.3	5%	13µM*	-0.1
N#Cc1ccc(N2CCc3ccccc3C2)c([N+](=O)[O-])c1	6	-6%	3%	-9%	-3.7	7%	-6%	0.5
Cc1c(Cl)ccc2c(C(=O)Nc3cc(C(C)(C)C)on3)cc(-c3ccccn3)nc12	0	-10%	-3%	-20%	-3.1	-9%	-5%	-0.1
Cc1ccc(C)c(C(=O)C(C)OC(=O)c2cccn2C)c1 (stereo not drawn)	2	-16%[57.1 µM]	-2%	-5%	-1.0	-7%	2%	-3.0
Cc1ccccc1COc1ccc(/C=C(\C#N)C(N)=O)cc1	6	-1%	-3%	-14%	-4.1	5%	-8%	-1.5
COc1ccc(S(=O)(=O)N2CCOCC2)cc1NC(=O)CSc1nc(C)c(C)c(C)n1	-1	2%	-4%	-8%	0.4	3%	?	0.6
CC(Sc1ncnc2sccc12)C(=O)Nc1ccc(S(=O)(=O)N2CCOCC2)cc1 (stereo not drawn)	-15	1%	14%	3%	-5.6	8%	-2%	-1.5
Nn1c(SCc2ccc(F)cc2)nnc1-c1ccncc1	-4	0%	1%	-6%	0.7	20%	-5%	-0.6
CC(C)(CO)NS(=O)(=O)c1ccc2c(c1)C(=NO)c1cc(S(=O)(=O)NC(C)(C)CO)ccc1-2	-13	-6%	-1%	6%	-1.8	0%	10%	-0.6
C#Cc1ccc2c(c1)COc1c3ccccc3nn1-2	-5	0%	-1%	0%	-0.3	4%	3%	-0.3
c1n[nH]c(NCc2ccc3c(c2)OCO3)n1	1	-4%	0%	2%	0.3	2%	0%	0.8
O=C(O)c1cccc(CSc2nnc(COc3ccccc3)o2)c1	1	-1%	6%	8%	0.0	12%	-9%	-1.7
CC(C)C(=O)Nc1cc(C(F)(F)F)ccc1-n1ccnc1	-8	2%	-3%	-12%	0.4	0%	4%	-0.8
Clc1ccc(-c2csc3ncnc(Cl)c23)cc1	4	9%	-7%	-22%	0.6	-1%	-8%	-0.3
c1ccc(OCCNc2ccn3nc(-c4ccco4)cc3n2)cc1	-20	-12%	-4%	-20%	0.4	22%	-3%	0.8
CC(C)(C)NC(=O)CN(C(=O)C(=O)Nc1ccc2c(c1)OCCO2)C1CC1	1	5%[57.1 µM]	3%	-6%	-0.4	6%	1%	-0.9
COCCC(=O)N1CCC(Oc2ccc(C(=O)N3CCCCC3CCO)cc2)CC1 (stereo not drawn)	3	-9%	1%	-7%	5.4	5%	-1%	0.3
CC(C)(C)S(=O)(=O)N1Cc2cc(=O)n(Cc3ccccc3)c(CCO)c2[C@H]1CCO	2	-9%	-9%	-5%	-0.7	0%	-17%	1.0
CNC(=O)CSc1nnc(SCCC(=O)O)s1	-5	-6%	-1%	6%	0.4	-7%	7%	-1.7
O=S(=O)(CCNCc1ccco1)NCc1ccccc1	0	-6%	1%	-12%	-0.7	6%	-2%	-1.3
S=c1[nH]nc(COc2ccccc2)n1/N=C/c1ccccn1	-3	1%	5%	12%	-4.7	7%	0%	-2.8
COCCNC(=O)CC(=O)N/N=C/c1cccc(C(=O)OC)c1	-8	0%	-1%	9%	5.0	0%	3%	0.4
CC1(C(=O)Nc2cccc(C#N)c2)CCN1C(=O)C1(c2ccccc2)CC1 (stereo not drawn)	1	-1%	-7%	-4%	-0.4	6%	0%	-0.2
COc1ccc(-c2csc(NC(=O)c3ccc(S(C)(=O)=O)cc3)n2)cc1	-2	-3%	-2%	-8%	-0.1	8%	2%	-0.1
